Screens deposited in PubChem by National Center for Advancing Translational Sciences (NCATS).
HTT aggregate = qHTS Multiplex Assay to Identify Dual Action Probes in a Cell Model of Huntington: Aggregate Formation (GFP); Potency, µM (highest dose often 46.1 µM), for the others: top-dose activity change, negative = inhibition, hits mostly inhibitors; hit rate 1.1% among 220,000; PC12 HttQ103-GFP aggregates, Acumen cytometry, 40 h; AID 1688, 2009; also: potency is read from the fitted curve at half-maximal effect; % is scaled to controls: 0 for no effect and ±100 for the full control effect; nearly all actives have a fitted effect of over 60% in size
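Steps: seed 1500 PC12 HTTQ103-GFP cells/well; add tebufenozide, 100 nM final; add compound titration; add ATPLite reagent; quantify GFP aggregates by laser scanning cytometry.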
CBFb RUNX1 block = qHTS Assay for Compounds Blocking the Interaction Between CBF-beta and RUNX1 for the Treatment of Acute Myeloid Leukemia. 230,000 tested, under 10 active. AID 1477, 2009. AlphaScreen CBFb-His/RUNX1-biotin binding, biochemical. Potency, µM (doses to about 59.8 µM), for the others: at the top dose activity, negative = inhibition, actives largely listed as inhibitors; also: % of control where 0% means no effect
Target sequence (Q01196 whole entry, looked up): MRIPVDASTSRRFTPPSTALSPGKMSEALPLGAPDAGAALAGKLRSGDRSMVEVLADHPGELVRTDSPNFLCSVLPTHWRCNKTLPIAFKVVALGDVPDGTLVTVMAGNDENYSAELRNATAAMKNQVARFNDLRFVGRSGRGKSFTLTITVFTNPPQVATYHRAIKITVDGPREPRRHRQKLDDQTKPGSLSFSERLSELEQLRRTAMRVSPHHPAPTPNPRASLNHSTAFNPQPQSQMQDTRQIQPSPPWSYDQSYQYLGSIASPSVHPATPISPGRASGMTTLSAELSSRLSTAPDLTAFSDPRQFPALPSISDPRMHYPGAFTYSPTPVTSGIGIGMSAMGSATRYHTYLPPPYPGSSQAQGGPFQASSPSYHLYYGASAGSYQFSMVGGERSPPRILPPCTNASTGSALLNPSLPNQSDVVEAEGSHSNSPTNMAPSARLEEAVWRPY
Target sequence (Q13951 whole entry, looked up): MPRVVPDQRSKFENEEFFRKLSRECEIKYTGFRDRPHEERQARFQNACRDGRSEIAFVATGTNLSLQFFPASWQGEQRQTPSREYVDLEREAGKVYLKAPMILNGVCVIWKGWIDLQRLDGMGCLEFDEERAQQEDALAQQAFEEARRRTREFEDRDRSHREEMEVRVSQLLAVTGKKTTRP
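Read-out: AlphaScreen. Format: His-CBF-beta with biotinylated RUNX1 (30 nM each) preincubated 20 min, compound 15 min, Ni-chelate plus streptavidin beads 90 min; room temperature throughout.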
HTT cytoprotect = qHTS Multiplex Assay to Identify Dual Action Probes in a Cell Model of Huntington: Cytoprotection (ATP); PC12 HTT-Q103 induced, cytoprotection, ATP luminescence, 40 h; Potency, µM (highest dose often 56.4 µM), for the others: cytoprotection (ATP increase), most hits filed as activators; hit rate 0.14% among 230,000;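 also: potency is read from the fitted curve at half-maximal effect; % of control where 0% means no effect; nearly all actives have a fitted effect of over 45% in size; toxic huntingtin expression switched on by the ecdysone agonist tebufenozide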
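Quantitative HTS on tebufenozide-induced (100 nM) PC12 cells expressing HTTQ103 exon 1–GFP; compounds tested as a concentration series; survival measured via cellular ATP.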
Lamin A splicing = qHTS Assay for Modulators of Lamin A Splicing; hit rate 0.01% among 200,000; Potency, µM (series often up to 46.1 µM), without a hit: top-dose ratio change, negative = inhibition, hits mostly inhibitors; HeLa LMNA splicing GFP/RFP minigene ratio, 48 h; active = well fitted inhibition curve with a large enough effect in the signal ratio, with a control signal flat, not every such curve was filed as active; inconclusive = small, poorly fitted or top-dose-only effect, or effect the other way, or a change in a side signal; the % refers to the signal ratio; also: potency is read from the fitted curve at half-maximal effect; % is scaled to controls: 0 for no effect and ±100 for the full control effect
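S3 HeLa cells stably expressing lamin A-EGFP splicing minigene plus DsRed2, 600 cells/well, 48 h compound exposure at 37C. Laser-scanning cytometry; analysed as GFP (500-530 nm)/RFP (575-640 nm) total intensity ratio; 0.5% DMSO vehicle.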
Numbers without * were called inactive; ? = inconclusive; . = not tested or not shown; & = joins results of further samples; [ ] = remark or other dose. Unless noted, calls follow the shape of the dose curve; as a rule, active = well fitted curve in the direction sought with a large enough effect; inconclusive = small, poorly fitted or top-dose-only effect, or another doubt; inactive = no such curve, though single readings can be large; an effect the other way counts as inactive or inconclusive.

Sequence of screens – HTT aggregate | CBFb RUNX1 block | HTT cytoprotect | Lamin A splicing
CCN(CC)C(=O)[C@]1(c2ccccc2)C[C@@H]1CN
→ . | 2.3%&12.9% | . | 12.7%[46 µM]
CC(=O)SCC(Cc1ccccc1)C(=O)NCC(=O)OCc1ccccc1 (stereo unspecified)
→ . | 4.2% | . | 10.2%[46 µM]
Cc1ccc2c(c1)C1(C(=O)N2)N2CCCC2C(C(=O)c2ccc3ccccc3c2)C12C(=O)Nc1ccccc12 (stereo unspecified)
→ . | -9.8% | . | ?
Cc1[nH]c2ccccc2c1C(C#N)(C#N)C1C(=O)c2ccccc2C1=O
→ -19.7%[9.22 µM] | . | -0.3%[10 µM] | .
CC(=O)N[C@H]1[C@H](O[C@@H]2c3ccc(c(Cl)c3)Oc3cc4cc(c3O[C@@H]3O[C@H](CO)[C@@H](O)[C@H](O)C3C)Oc3ccc(cc3Cl)C[C@H]3NC(=O)[C@@H](N)c5ccc(O)c(c5)Oc5cc(O)cc(c5)[C@H](NC3=O)C(=O)N[C@H]4C(=O)N[C@H]3C(=O)N[C@@H]2C(=O)N[C@@H](C(=O)O)c2cc(O)cc(O[C@H]4O[C@H](CO)[C@@H](O)C(O)[C@@H]4O)c2-c2cc3ccc2O)O[C@H](CO)[C@@H](O)[C@@H]1O (stereo partly specified)
→ 17.5%[20.6 µM] | . | -2.7%[17.1 µM] | .
Nc1ncnc2c1ncn2CCOCP(=O)(O)O
→ 20.4% | . | 25.7% | .
O=S(=O)(O)CCCS(=O)(=O)O
→ -10.5% | . | 6.3% | .
O=C(CCCN1CCN2CCCC2C1)c1ccc(F)cc1 (stereo unspecified)
→ -4.7% | . | ? | .
COc1ccc(C2(C#N)CCC(C(=O)O)CC2)cc1OC1CCCC1 (stereo unspecified)
→ 3.7% | . | -6.8% | .
COC1CC2CCC(C)[C@](O)(O2)C(=O)C(=O)N2CCCCC2C(=O)OC(C(C)CC2CCC(O)C(OC)C2)CC(=O)C(C)/C=C(/C)C(O)C(OC)C(=O)C(C)CC(C)C=CC=C/C=C\1C (stereo partly specified)
→ -1.7% | . | -35.0% | .
CCNC(=O)[C@@H]1CCCN1C(=O)[C@H](CCCN=C(N)N)NC(=O)[C@H](CC(C)C)NC(=O)[C@@H](Cc1c[nH]c2ccccc12)NC(=O)[C@H](Cc1ccc(O)cc1)NC(=O)[C@H](CO)NC(=O)[C@H](Cc1c[nH]c2ccccc12)NC(=O)[C@H](Cc1cnc[nH]1)NC(=O)[C@@H]1CCC(=O)N1
→ 7.94µM* | . | -99.1%[inhibitor] | .
CC1(C)C(/C=C/C=C/C=C/C=C2\N(CCCCS(=O)(=O)O)c3ccc4ccccc4c3C2(C)C)=[N+](CCCCS(=O)(=O)[O-])c2ccc3ccccc3c21
→ 4.7% | . | 27.8% | .
O=C(/C=C/c1cccc(F)c1)NC1CC1
→ -7.2% | . | 25.8% | .
COc1ccc2c(c1)OC(C)(C)C(c1ccccc1)C2c1ccc(OCCN2CCCC2)cc1 (stereo unspecified)
→ ? | . | -98.9%[inhibitor] | .
COc1cc2c(Nc3ccc(Br)cc3F)ncnc2cc1OCC1CCN(C)CC1
→ 12.6µM* | . | -93.5%[inhibitor] | .
COc1ccc(N2CCC(CNC(=S)Nc3ccc(C)cc3C)C2)cc1 (stereo unspecified)
→ 12.4%[9.22 µM] | . | -12.7%[10 µM] | .
CCCCCCCCCCCCCC(=O)OCC(COP(=O)([O-])OCC[N+](C)(C)C)OC(=O)CCCCCCCCCCCCC (stereo unspecified)
→ -4.0% | . | 0.6% | .
Cc1cc(N=Nc2ccccc2C(=O)O)c(C)c(C)c1O
→ 4.6%[9.22 µM] | . | 4.1%[10 µM] | .
N#CC(c1ccc(Cl)cc1)c1c(Cl)cc(-n2ncc(=O)[nH]c2=O)cc1Cl (stereo unspecified)
→ 17.7% | . | 6.7% | .
COc1cc2c(ccc3cc(OC)c(OC)c(O)c32)cc1O
→ -4.4%[9.22 µM] | . | -15.0%[10 µM] | .
O=C(/C=C/c1ccc(O)c(O)c1)O[C@H](Cc1ccc(O)c(O)c1)C(=O)O
→ -41.3%[9.22 µM] | . | 25.7%[10 µM] | .
CC(CC=O)CCCC(C)(C)O (stereo unspecified)
→ -4.2% | . | 0.5% | .
Cc1ccc(Nc2ccc(N)cc2S(=O)(=O)O)cc1
→ 11.9%[9.22 µM] | . | -3.8%[10 µM] | .
Cc1ncc(COP(=O)(O)O)c(CN)c1O
→ 12.0% | . | 22.5% | .
NS(=O)(=O)c1ccc(N/N=C/c2ccc(O)c(O)c2O)c([N+](=O)[O-])c1
→ -20.5%[9.22 µM] | . | 0.6%[10 µM] | .
CNCC(=O)NC(CCCN=C(N)N)C(=O)NC(C(=O)NC(Cc1ccc(O)cc1)C(=O)NC(C(=O)NC(Cc1cnc[nH]1)C(=O)N1CCCC1C(=O)NC(C)C(=O)O)C(C)C)C(C)C (stereo unspecified)
→ 14.7% | . | 24.3% | .
CNC(=O)C[C@@H](N)C(=O)N[C@@H](C(=O)N[C@@H]1C(=O)N2[C@@H]1SC(C)(C)[C@@H]2C(=O)O)c1ccc(O)cc1
→ 11.0% | . | 28.2% | .
CCCCCCCCCCCCCCCC(=O)OCC(COP(=O)(O)OCC[N+](C)(C)C)OC(=O)CCCCCCCCCCCCCCC (stereo unspecified)
→ 7.7% | . | 3.0% | .
Cc1nc2ccccc2nc1N/N=C/c1ccc(O)cc1O
→ ? | . | -67.7%[inhibitor][10 µM] | .
OCCOC[C@H]1O[C@H](OCCO)[C@H](OCCO)[C@@H](OCCO)[C@@H]1OCCO (tested in a mixture with another compound)
→ -0.5% | . | -18.3% | .
O=C1/C(=C/c2ccco2)SC(=S)N1c1cccnc1
→ 3.7%[9.22 µM] | . | -9.2%[10 µM] | .
Oc1ccccc1C(Nc1nccs1)c1ccc2cccnc2c1O (stereo unspecified)
→ -25.1%[9.22 µM] | . | -64.9%[inhibitor][10 µM] | .
O=C(NNCNNC(=O)c1ccncc1)c1ccncc1
→ -9.2% | . | 22.3% | .
CC1=C(C)C(=O)C(C(CCCCCC(=O)O)c2ccccc2)=C(C)C1=O (stereo unspecified)
→ -3.0% | . | 6.2% | .
CC[C@@]1(O)C(=O)OCc2c1cc1n(c2=O)Cc2cc3c([N+](=O)[O-])cccc3nc2-1
→ ? | . | -87.6%[inhibitor] | .
CC1(C)OC[C@@H]2O[C@@]3(C(=O)O)OC(C)(C)O[C@@H]3[C@@H]2O1
→ -0.5% | . | 14.4% | .
O=C1c2ccccc2CN2C(=O)c3ccccc3CN12
→ 1.0% | . | 13.8% | .
CC1(C)S[C@@H]2[C@H](NC(=O)[C@H](NC(=O)N3CCN(S(C)(=O)=O)C3=O)c3ccccc3)C(=O)N2[C@H]1C(=O)O
→ 1.5% | . | -1.5% | .
CN(C)c1ccc(C2CNC(c3ccc(Cl)c([N+](=O)[O-])c3)c3[nH]c4ccccc4c32)cc1 (stereo unspecified)
→ -3.6%[9.22 µM] | . | 1.1%[10 µM] | .
O=C(NN1C(=O)/C(=C/C=C/c2ccco2)SC1=S)c1ccccc1O
→ -21.7%[9.22 µM] | . | 20.4%[10 µM] | .
O=C(O)C(Cc1cc(I)c(O)c(I)c1)c1ccccc1 (stereo unspecified)
→ 20.2% | . | ? | .
O=C(O)Cc1csc(-c2ccc(Cl)cc2)n1
→ -5.2% | . | -7.5% | .
CCCN(CCc1cccs1)[C@H]1CCc2c(O)cccc2C1
→ -4.7% | . | -9.5% | .
CCCC(=O)Nc1c(I)cc(I)c(C[C@H](CC)C(=O)O)c1I
→ 10.7% | . | 10.5% | .
Nc1ccncc1N
→ -0.5% | . | 32.2% | .
CO[C@H](C(=O)[C@@H](O)[C@@H](C)O)C1Cc2cc3cc(O[C@H]4C[C@@H](O[C@H]5C[C@@H](O)[C@H](O)[C@@H](C)O5)[C@@H](O)[C@@H](C)O4)c(C)c(O)c3c(O)c2C(=O)[C@H]1O[C@H]1C[C@@H](O[C@H]2C[C@@H](O[C@H]3C[C@](C)(O)[C@H](O)[C@@H](C)O3)[C@H](O)[C@@H](C)O2)[C@H](O)[C@@H](C)O1 (stereo partly specified)
→ 0.224µM* | . | -63.1%[inhibitor] | .
Nc1nc2c(ncn2CCC(CO)CO)c(=O)[nH]1
→ 18.7% | . | 7.4% | .
CCc1ccc(C(=O)C(C)CN2CCCCC2)cc1 (stereo unspecified)
→ -7.7% | . | -25.2% | .
COc1ccc(C(=O)c2ccc(C)cc2)c(O)c1
→ -13.0% | . | -45.1%[inhibitor] | .
CC(C)(C)C(=O)Oc1ccc(S(=O)(=O)Nc2ccccc2C(=O)NCC(=O)O)cc1
→ 0.2% | . | 2.7% | .
CCOC(CN1CCN(CC(C)C(=O)c2ccccc2)CC1)c1ccccc1 (stereo unspecified)
→ -12.7% | . | 0.4% | .
COC(C(=O)C(O)C(C)O)C1Cc2cc3cc(OC4CC(OC5CC(O)C(O)C(C)O5)C(O)C(C)O4)c(C)c(O)c3c(O)c2C(=O)C1OC1CC(OC2CC(OC3CC(C)(O)C(O)C(C)O3)C(O)C(C)O2)C(O)C(C)O1 (stereo unspecified)
→ 0.224µM* | . | -46.5%[inhibitor] | .
CCC(=O)O[C@]1(C(=O)CCl)[C@@H](C)CC2C3C[C@H](F)C4=CC(=O)C=CC4(C)[C@@]3(F)C(O)CC21C (stereo partly specified)
→ 22.7% | . | -11.0% | .
O=C(CN1CCN(Cc2ccc3c(c2)OCO3)CC1)N1c2ccccc2Sc2ccccc21
→ -1.0% | . | ? | .
Oc1ccccc1C=NCc1ccccc1
→ -5.0% | . | -2.7% | .
O=C(N/N=C/c1ccccc1O)c1ccncc1
→ ? | . | -77.7%[inhibitor] | .
Nc1cccc2c1CN(C1CCC(=O)NC1=O)C2=O (stereo unspecified)
→ 0.0% | . | 7.6% | .
O=C(O)CC(CCc1ccccc1)OC1OC(CO)C(O)C(O)C1O (stereo unspecified)
→ 6.6%[9.22 µM] | . | 9.3%[10 µM] | .
Cc1ncc(C[n+]2csc(CCOP(=O)(O)O)c2C)c(N)n1
→ 17.7% | . | 15.6% | .
COc1cc(O)cc(O)c1
→ -3.5% | . | -2.2% | .

Going on with the list:
Sequence of screens – HTT aggregate | CBFb RUNX1 block | HTT cytoprotect | Lamin A splicing
CN(C)CCC=C1c2ccccc2C(C)(C)c2ccccc21
→ -22.7% | . | -52.1%[inhibitor] | .
CC(CSC(=O)c1ccccc1)C(=O)N1C[C@@H](Sc2ccccc2)C[C@H]1C(=O)O (stereo partly specified)
→ 4.0% | . | 10.5% | .
c1ccc2c(c1)Sc1ccccc1N2CCN1CCCC1
→ -12.7% | . | 3.5% | .
c1ccc2c(c1)OCC(CN1CCCCC1)O2 (stereo unspecified)
→ 12.5% | . | 71.9% | .
CN1CCC(OC(=O)C(Oc2ccc(Cl)cc2)Oc2ccc(Cl)cc2)CC1
→ -12.0% | . | 3.6% | .
CC(C)(C)NCC(O)COc1ccc(NC(=O)NC2CCCCC2)cc1 (stereo unspecified)
→ -6.2% | . | -35.1% | .
C[N+]12CCCC[C@@H]1CCC(=C(c1cccs1)c1cccs1)C2 (stereo partly specified)
→ -23.9% | . | -22.0% | .
Oc1[nH]c2ccccc2c1N=NC(=S)N1CCOCC1
→ ? | . | -71.0%[inhibitor][10 µM] | .
Cc1cccc(C)c1NC(=O)NC1=CCCN1C
→ -5.0% | . | -5.9% | .
Cc1ccc(N=Nc2cc(C)ccc2N)cc1
→ -9.9%[9.22 µM] | . | -34.0%[10 µM] | .
CN(C)CC[C@@](O)(c1ccccc1)c1ccccc1Cl
→ 3.0% | . | -1.9% | .

A portion of the library; count on the stated rates, not on these rows.
